MEKK2mut PB1 HTS = signal of MEK5 binding to mutant human MEKK2 PB1 domain. bead flow cytometry, Alexa488-MEK5 binding to MEKK2 mutant. percent response, % at 10 µM. actives 0.35% (n = 290,000). AID 1530; in the data active = percent response above about 24%, passing the limit was not always enough; note: inactives centre near 1; some results filed as inactive read as strong as hits; reference of the scale not given here
OXTR ag = human OXTR agonism; activation, % at 3 µM; AID 2435; actives 0.32% (n = 320,000); CHO-OTR cells, Fluo-8 calcium fluorescence; normalized: DMSO 0%, oxytocin 100%;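 active = activation above the mean of all tested compounds plus 3 SD, cutoff set per screening run, cut at about 20% in these data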;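 note: peak over basal fluorescence ratio from a 100 s FLIPR kinetic read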
Target sequence (P30559 whole entry, looked up): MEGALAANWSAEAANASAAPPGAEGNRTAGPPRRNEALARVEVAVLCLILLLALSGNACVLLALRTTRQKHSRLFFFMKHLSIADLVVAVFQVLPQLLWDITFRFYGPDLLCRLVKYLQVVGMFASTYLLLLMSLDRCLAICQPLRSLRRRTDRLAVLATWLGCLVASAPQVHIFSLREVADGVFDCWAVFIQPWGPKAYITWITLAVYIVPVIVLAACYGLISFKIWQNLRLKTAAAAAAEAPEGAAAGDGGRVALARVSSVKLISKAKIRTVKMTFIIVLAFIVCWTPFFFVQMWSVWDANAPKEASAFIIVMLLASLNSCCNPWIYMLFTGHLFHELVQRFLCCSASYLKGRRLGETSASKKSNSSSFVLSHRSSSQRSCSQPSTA
DNA FID counter = counter-screen for HCV NS3 helicase inhibitors: DNA intercalator displacement. inhibition, % at 7.9 µM. actives 0.17% (n = 290,000). DNA fluorescent intercalator displacement, fluorescence; in the data active = inhibition above about 37%;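 note: 0% = vehicle and 100% = reference compound; higher means more ethidium bromide displaced from hairpin DNA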
PHOSPHO1 block = blocks human PHOSPHO1 phosphatase activity; actives 1.1% (n = 290,000); Q8TCT1; inhibition, % at 13.3 µM; recombinant PHOSPHO1, absorbance phosphatase assay; AID 1565; in the data active = inhibition above about 60%
Target sequence (Q8TCT1 whole entry, looked up): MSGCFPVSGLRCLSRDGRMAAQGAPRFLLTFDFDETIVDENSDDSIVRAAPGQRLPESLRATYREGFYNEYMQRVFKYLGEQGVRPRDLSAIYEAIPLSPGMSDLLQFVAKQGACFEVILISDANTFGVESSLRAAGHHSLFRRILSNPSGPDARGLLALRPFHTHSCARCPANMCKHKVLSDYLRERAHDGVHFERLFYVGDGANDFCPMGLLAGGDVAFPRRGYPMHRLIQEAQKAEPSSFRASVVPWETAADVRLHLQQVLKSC
MEKK2wt PB1 HTS = raises or lowers MEK5 binding to wildtype human MEKK2 PB1 domain; bead flow cytometry, Alexa488-MEK5 binding to MEKK2 WT; actives lie on both sides; actives 1.1% (n = 290,000); Q9Y2U5; AID 1531; binding response (% of control), % at 10 µM; in the data active = binding response below about 67% or above about 130%
NALP1 yeast inh = NALP1 inhibition; S. cerevisiae NALP1/ASC/caspase-1 growth, X-gal OD620, 72 h; actives 0.61% (n = 280,000); inhibition, % at 10 µM; in the data active = inhibition mostly above about 24%, no sharp cut-off; inactive = mostly below about 32%; note: some compounds called inactive have numbers as strong as hits
PfM18AAP inh = PfM18AAP enzyme inhibition; inhibition, % at 7.35 µM; AID 1822; actives 1.2% (n = 290,000); recombinant PfM18AAP, H-Glu-NHMec fluorogenic cleavage;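 active = inhibition above the campaign mean inhibition over all tested compounds plus 3 SD, cut at about 28% in these data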;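 note: 0% = plate median of test compound wells and 100% = 2 mM ZnCl2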
GPR7 antagonist = human neuropeptides B/W receptor 1 antagonism; inhibition, % at 4.4 µM; AID 1861; actives 1.1% (n = 290,000); GPR7-expressing cells, fluorescence antagonist assay; in the data active = inhibition above about 16%, passing the limit was not always enough;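 note: cells stimulated with the agonist NPW; 0% = agonist with vehicle and 100% = vehicle without agonist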
Target sequence (P48145 whole entry, looked up): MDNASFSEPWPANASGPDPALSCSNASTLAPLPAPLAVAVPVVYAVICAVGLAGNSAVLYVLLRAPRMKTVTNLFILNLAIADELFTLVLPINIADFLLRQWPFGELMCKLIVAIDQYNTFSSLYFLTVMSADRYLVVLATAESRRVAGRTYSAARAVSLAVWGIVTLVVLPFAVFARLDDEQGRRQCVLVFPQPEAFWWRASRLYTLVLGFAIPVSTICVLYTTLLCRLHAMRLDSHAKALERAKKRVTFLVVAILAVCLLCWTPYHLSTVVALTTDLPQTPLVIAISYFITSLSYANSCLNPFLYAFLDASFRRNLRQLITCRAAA
MEKK3 PB1 HTS = modulators (inhibitors or enhancers) of MEK5 binding to human MEKK3 PB1 domain. Q99759. bead-based flow cytometry, Alexa488-MEK5 binding to MEKK3; actives lie on both sides; 0 = blocked by unlabeled MEK5, 100 = vehicle. binding response (% of control), % at 10 µM. actives 1.4% (n = 290,000). AID 1529;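 active = binding response more than 3 SD above or below the average of its plate-row segment, actives on both sides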;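 note: Alexa488 bead fluorescence after subtracting the streptavidin-only scavenger bead signal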
* hit, by the source's call; . = no result given.

SMILES	MEKK2mut PB1 HTS	OXTR ag	DNA FID counter	PHOSPHO1 block	MEKK2wt PB1 HTS	NALP1 yeast inh	PfM18AAP inh	GPR7 antagonist	MEKK3 PB1 HTS
Cc1ccc(NC2=NCC(=O)N2Cc2cccs2)cc1C	8	-1.9	-4	33	107	4	6	-15	106
Cc1ccc(C)c(-c2cc(C(=O)Nc3cccnc3)c3ccccc3n2)c1	6	0.4	-38	38	104	7	1	-17	104
CN1CCc2c(sc3c2c(=O)n(-c2cccc(Cl)c2)c2nncn32)C1	-4	-0.1	-1	.	98	.	-6	-8	101
CC(C)n1cc([C@@H]2C[C@H]3CN(Cc4cccc(Cl)c4)C(=O)[C@]34CCCN24)cn1	-7	-0.7	0	-3	92	-17	2	4	90
CCOC(=O)N1CCN(C(=O)CNCc2cccs2)CC1	6	-0.1	10	24	105	-1	-8	-2	102
COc1ccc(NS(=O)(=O)c2ccc(N)c(C(=O)O)c2)cc1	1	0.1	-1	-9	96	12	0	-5	94
CC1(c2ccc(OC(F)F)cc2)NC(=O)N(CC(=O)Nc2ccc(Cl)cc2F)C1=O (configuration not stated)	-1	34*	-9	31	96	13	1	55*	101
CNc1nc(N)nc(OC(C(F)(F)F)C(F)(F)F)n1	-9	0.7	-3	-10	94	2	19	-20	95
CC(C)c1ccccc1NS(=O)(=O)c1cccs1	1	-0.5	-13	-7	97	6	-1	-4	99
CCN(CC)S(=O)(=O)c1ccc(C(=O)Nc2ccc3c(c2)OCCO3)cc1	4	1.6	-18	14	97	26	0	-1	93
Cc1ccc(S(=O)(=O)Nc2ncnc3ccccc23)cc1	-5	0.9	-10	16	99	27	-14	-6	101
CCN(CC(=O)Nc1cccc(Br)c1)Cc1nc2ccccc2c(=O)[nH]1	15	.	-3	30	109	-1	2	-8	105
COc1cc([N+](=O)[O-])ccc1NC(=O)Cc1ccccc1	-1	-1.3	1	16	101	-2	-8	-4	98
Cc1cccc(-n2ncc3c(NCc4ccccn4)ncnc32)c1	1	0.4	-14	15	99	5	6	4	101
CSc1sc(C(=O)NCC2CC2)cc1S(=O)(=O)C(C)C	-2	0.2	-6	58	93	.	0	-2	95
CCOc1ccc(-c2c(C#N)c(N)nc3c2c(=O)n(C)c(=O)n3C)cc1OC	0	1.6	0	-34	99	-3	3	-7	95
O=c1c2ccccc2c(-c2ccc(F)cc2)nn1-c1ccc(C(F)(F)F)cc1	3	-0.4	-1	31	107	-15	3	2	105
C=CCNC(=O)NC(=O)COC(=O)c1cccnc1SC	-1	-2.0	-3	-9	103	-6	-6	-4	100
CN(C)C(=O)Nc1cnc2ccccc2c1	-6	-0.1	1	6	89	-4	2	-6	84
CCCN(CC1CCCO1)C(=O)c1cc(COc2cccc(OC)c2)on1 (configuration not stated)	-2	-0.4	-45	0	106	9	0	-2	99
O=C(COc1ccc(F)cc1Br)N1CCN(S(=O)(=O)/C=C/c2ccccc2)CC1	-4	0.1	-13	62*	101	-13	0	7	106
CC1(C)Cc2c(sc(NC(=O)c3ccco3)c2C#N)C(C)(C)N1	13	0.8	.	-34	105	4	.	.	102
Cc1ccc(-c2nc(C)sc2CC(=O)OCC(=O)Nc2c(F)cccc2F)cc1	-4	-1.8	-23	2	92	12	-14	8	90
COC(=O)c1ccccc1NC(=O)NC1CCCCC1	-4	-2.8	-6	2	100	-13	2	-4	101

PHOSPHO1 block: what is marked active above.
Molecule,MEKK2mut PB1 HTS,PHOSPHO1 block,MEKK2wt PB1 HTS,NALP1 yeast inh,PfM18AAP inh,GPR7 antagonist,MEKK3 PB1 HTS
O=C(COc1ccc(F)cc1Br)N1CCN(S(=O)(=O)/C=C/c2ccccc2)CC1,-4,62*,101,-13,0,7,106

More records
SMILES	MEKK2mut PB1 HTS	OXTR ag	DNA FID counter	PHOSPHO1 block	MEKK2wt PB1 HTS	NALP1 yeast inh	PfM18AAP inh	GPR7 antagonist	MEKK3 PB1 HTS
O=C(Nc1ccc(CN2CCOCC2)cc1)c1ccco1	4	-0.1	0	.	102	3	-1	-14	103
O=[N+]([O-])c1ccc(N/N=C/c2sc(N3CCOCC3)nc2-c2ccccc2)c(S(=O)(=O)Nc2ccccc2Cl)c1	63*	.	2	34	.	-7	4	-6	91
COc1cccc(/C=N/NC(=O)c2cccc([N+](=O)[O-])c2)c1OS(=O)(=O)c1ccccc1	6	-0.5	-5	12	99	28	-10	11	104
O=C1N(O)C2(C=CCCC2)/C(=N\O)C12CCCCC2 (configuration not stated)	8	0.0	0	-4	107	0	1	-15	103
O=C(Nc1cccc([N+](=O)[O-])c1)c1ccc2c(c1)C(=O)N(c1ccccn1)C2=O	-5	0.0	0	32	96	15	-2	-2	96
Oc1ccccc1-c1cc(-c2cccc(F)c2)n[nH]1	-6	1.0	1	-13	97	11	6	1	101
Nc1nnc(-c2ccc(F)cc2)s1	5	0.2	1	18	104	12	-1	-1	102
COc1ccc(Cl)cc1C(=O)NC(=S)Nc1cc(-c2nc3ccccc3[nH]2)ccc1C	-4	-0.4	-2	-8	87	5	-4	-5	89
Cc1cccc(NC(=O)CSc2nc3c([nH]c4ccccc43)c(=O)n2C)c1	-4	-0.3	-2	11	94	0	-3	-12	99
O=C(C1CCCN(c2ncnc3c2nc2n3CCCCC2)C1)N1CCN(c2ccccc2)CC1 (configuration not stated)	3	1.9	-55	-1	103	9	0	-21	100
CN(C)CCCN(C(=O)/C=C/c1cccs1)c1nc2ccc(F)cc2s1	30	12	26	-5	152*	36	1	29*	107
Cc1ccc2ncc(NC(=O)c3ccc(F)cc3)c(=O)n2c1	3	0.7	0	2	105	4	2	-2	104

Continued; it opens with the 3 that closed the last part.
SMILES	MEKK2mut PB1 HTS	OXTR ag	DNA FID counter	PHOSPHO1 block	MEKK2wt PB1 HTS	NALP1 yeast inh	PfM18AAP inh	GPR7 antagonist	MEKK3 PB1 HTS
O=C(C1CCCN(c2ncnc3c2nc2n3CCCCC2)C1)N1CCN(c2ccccc2)CC1 (configuration not stated)	3	1.9	-55	-1	103	9	0	-21	100
CN(C)CCCN(C(=O)/C=C/c1cccs1)c1nc2ccc(F)cc2s1	30	12	26	-5	152*	36	1	29*	107
Cc1ccc2ncc(NC(=O)c3ccc(F)cc3)c(=O)n2c1	3	0.7	0	2	105	4	2	-2	104
Cn1cc(C(=O)NCC2COc3ccccc3O2)c(=O)c2cc(S(=O)(=O)N3CCCCC3)ccc21 (configuration not stated)	-2	-0.1	-5	3	97	17	14	-12	102
CCc1nc2c(oc3ccccc32)c(=O)[nH]1	-5	0.6	4	50	92	14	-14	-1	90
Cn1ccnc1SCCNC(=O)CCc1nnc(CCc2ccccc2)o1	-2	-1.4	-2	20	98	33	1	-11	93
Cn1nc(-c2ccccc2)c(C#N)c1Sc1cccc(Cl)c1	6	2.0	1	23	108	-6	-13	-1	109
Cc1csc(Sc2ccc(C(=O)OCC(=O)Nc3ccc(OC(F)(F)F)cc3)cc2[N+](=O)[O-])n1	2	-1.2	-1	-13	96	22	4	-11	103
Nc1ccc(C(=O)CC(=O)Nc2ccc(Cl)cc2)cc1	6	1.3	0	24	102	11	-3	9	100
CC(C)Cc1nnc(NC(=O)CCC(=O)NC2CCCCCCC2)s1	-9	0.2	-35	12	99	28	-13	-14	96
CN(C)CCCNc1cc(-c2ccccc2)nc2cc(-c3cccc(F)c3)nn12	40*	13	40*	-7	192*	26*	3	19	108
CCON1C(=O)C(C)(C)N(OCC)C(=O)C1(C)C	-27	1.8	1	12	90	.	-4	-2	84
COCCCNC(=O)C1CCN(C(=O)Nc2ccc(Cl)cc2)CC1	1	2.1	-3	17	103	34	-3	-2	102
CCOC(=O)c1cc2c(=O)n3ccccc3nc2n(C(C)C)c1=NC(=O)c1ccco1	-3	-1.0	-5	16	91	0	19	-8	97
COc1ccc(N/C=C2\C(=O)c3c(sc(C)c3C)N(C)S2(=O)=O)cc1	-2	-0.7	-4	16	94	-12	-2	-8	96
Cc1cccc(C(=O)NC2CCCc3ccccc32)c1 (configuration not stated)	-1	-2.4	-7	32	97	-3	4	-1	99
COC(=O)NNC(=S)Nc1cc(OC)ccc1OC	-2	0.0	-6	54	99	3	18	-5	101
CCC(C)NC(=O)C(Cc1ccccc1)NS(=O)(=O)c1ccc2c(c1)oc(=O)n2C (configuration not stated)	1	0.5	-7	58	100	28	-3	0	99
COc1ccc(NC(=O)c2ccccc2Sc2ccc(NC(C)=O)nc2)cc1	-80	0.3	-2	16	98	-13	2	4	96
CC(=O)N(Cc1ccccn1)Cc1ccco1	-5	-0.1	-5	-4	89	8	4	6	93
O=C(NCCc1ccccc1Cl)C1CCC(=O)N(C2CCCCCC2)C1 (configuration not stated)	1	0.9	-41	27	103	10	-5	12	103
NC(=O)c1ccc(NC(=O)C2COc3ccccc3O2)cc1 (configuration not stated)	3	-0.9	-5	34	103	3	-2	-11	102
NC(=O)c1c(/N=C/c2cccnc2)sc2c1CCCC2	-28	-1.0	-6	77*	76	14	-1	-4	76
CCN(CC)c1ccc(O)c(C=Nc2ccc(C)c(C)c2)c1	-21	-1.0	2	16	64	-2	10	1	86
NC(=O)CC(NC(=O)Cc1cccc2ccccc12)c1ccc(N2CCCCCC2)c([N+](=O)[O-])c1 (configuration not stated)	-2	0.5	-34	4	100	6	1	3	102
O=C(O)C1C2CCC(O2)C1C(=O)Nc1ccc(Cl)cc1F (configuration not stated)	4	1.2	-1	34	101	0	0	-11	98
O=C(CN1C(=O)c2ccccc2S1(=O)=O)NC(Nc1ccccc1F)C(Cl)(Cl)Cl (configuration not stated)	-1	1.2	-11	-16	102	7	4	-15	106

Arranged by the number under MEKK2mut PB1 HTS (lowest first): five from the list above
Molecule | MEKK2mut PB1 HTS | PHOSPHO1 block | MEKK2wt PB1 HTS | NALP1 yeast inh | PfM18AAP inh | GPR7 antagonist | MEKK3 PB1 HTS
NC(=O)c1c(/N=C/c2cccnc2)sc2c1CCCC2 | -28 | 77* | 76 | 14 | -1 | -4 | 76
CCN(CC)c1ccc(O)c(C=Nc2ccc(C)c(C)c2)c1 | -21 | 16 | 64 | -2 | 10 | 1 | 86
CC(=O)N(Cc1ccccn1)Cc1ccco1 | -5 | -4 | 89 | 8 | 4 | 6 | 93
O=C(NCCc1ccccc1Cl)C1CCC(=O)N(C2CCCCCC2)C1 (configuration not stated) | 1 | 27 | 103 | 10 | -5 | 12 | 103
NC(=O)c1ccc(NC(=O)C2COc3ccccc3O2)cc1 (configuration not stated) | 3 | 34 | 103 | 3 | -2 | -11 | 102
